CASP6 VEID inh = caspase-6 (human) enzyme inhibition; P55212; purified caspase-6, Z-VEID-R110 cleavage fluorescence; inhibition, % at 12.5 µM; actives 0.53% (n = 350,000); AID 686996;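 active means mean inhibition across replicates at least about 35%, with every replicate also reaching that limit, limit read from the data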;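 further: 0% = median of neutral control wells and 100% = no fluorescence left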
Target sequence (P55212 24-179 limits assumed): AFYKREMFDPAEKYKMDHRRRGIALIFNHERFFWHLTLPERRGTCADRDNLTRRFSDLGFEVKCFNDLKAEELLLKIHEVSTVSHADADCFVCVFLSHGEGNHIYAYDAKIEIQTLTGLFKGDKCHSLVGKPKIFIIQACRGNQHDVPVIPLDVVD
Target sequence (P55212 194-293 limits assumed): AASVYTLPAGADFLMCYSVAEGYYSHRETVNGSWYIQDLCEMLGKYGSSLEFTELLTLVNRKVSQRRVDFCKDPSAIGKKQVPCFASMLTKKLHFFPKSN
LGR2 antag = Drosophila LGR2 receptor signaling inhibition | HEK293 LGR2, CRE-luciferase, bursicon-stimulated, 4 h | inhibition, % at 9.99 µM | actives 0.35% (n = 380,000);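 active means drop in luminescence signal, shown as inhibition above about 50% in the replicate tests, limit read from the data, passing the limit was not always enough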;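 further: agonist challenge used bursicon conditioned medium at about half maximal strength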
PGC1a acetyl inh = lowers PGC1a acetylation signal in U2OS cells; inhibition, % at 15.6 µM; AID 651687; AlphaScreen anti-acetyl-lysine; with virally co-expressed GCN5 acetyltransferase; actives 0.17% (n = 350,000);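 active means every replicate shows inhibition of at least 40%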;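 further: 0% = neutral control wells and 100% = positive control wells; some results beyond the cut were filed as inactive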
PAX8 reporter = inhibitors of PAX8 transcriptional activity in RMG-I cells; RMG-I TPO-luciferase reporter, SteadyGlo, 24 h; actives 1.2% (n = 360,000); AID 652154; inhibition, % at 12.6 µM;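 active means mean replicate inhibition at least 60% with every replicate also reaching 60%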;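 further: luciferase light reporting Pax8 driven TPO promoter activity; plate controls were median of neutral control wells for no effect and mitoxantrone controls for full effect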
FN deposition inh = fibronectin deposition inhibition | AID 743247 | actives 0.086% (n = 350,000) | AH1F fibroblasts, Alexa488-fibronectin deposition fluorescence, overnight | inhibition, % at 12.6 µM;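 active means mean inhibition across replicates of 30% or more, regardless of how many single replicates reach that level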;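 further: positive control wells lacked labelled fibronectin entirely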
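material = AH1F fibroblast monolayer depositing Alexa488-labelled fibronectin into matrix | amount = 10000 AH1F cells/well | buffer or medium = DMEM plus 2% serum, read in PBS | incubation = 1 h cell adhesion before compound, then overnight fibronectin incubation | detection = fluorescence at 485 nm excitation, 525 nm emission | evaluation = percent inhibition as loss of matrix-bound fibronectin fluorescence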
miR122 inh = miR-122 inhibition in Huh7 cells; activation (reporter increase), % at 12.5 µM; actives 0.3% (n = 340,000); Huh7 miR-122 Renilla luciferase sensor, 48 h; neutral wells = 0, positive control = 100;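 active means mean replicate activation score at least 90 and every replicate individually at or above 90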;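 further: higher luciferase means less miR-122 activity so hits act as miR-122 inhibitors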
Cneo AK release = Cryptococcus neoformans lysis via adenylate kinase release | lysis activity, % at 15 µM | actives 0.2% (n = 360,000) | C. neoformans lysis, adenylate kinase release luminescence, 4 h; normalised: neutral wells 0, clomiphene wells 100;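 active means mean lysis activity across replicates of at least 80%, whatever share of replicates individually reach that level; inactive means mean lysis activity below 80%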
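Assay system: C. neoformans cells. Amount: yeast cell density of 5 × 10^6 cells/mL. Technique: AK luminescence. Buffer or medium: YPD. Times: static 4 h at 37 °C with compound, 1 h detection. Dosing: single-point compound dose. Read-out: lysis from increased AK signal.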
EWS-Fli inh = inhibitors of EWS/Fli oncoprotein transcriptional activity | A673 NR0B1-luciferase reporter, viability-normalised | inhibition, % at 12.6 µM | actives 0.67% (n = 350,000);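 active means mean inhibition of at least 50% after viability correction, with every replicate also passing that limit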;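 further: firefly luciferase signal divided by Alamar Blue viability fluorescence both relative to DMSO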
An asterisk follows results filed as active; nt = no result given; [ ] = dose if it differs, or a comment.

SMILES	CASP6 VEID inh	LGR2 antag	PGC1a acetyl inh	PAX8 reporter	FN deposition inh	miR122 inh	Cneo AK release	EWS-Fli inh
COc1ccc(N2CCN(CCNC(=O)Nc3cc(Cl)ccc3Cl)CC2)cc1	-1	6	6	-3	3	-5	-1	5
CCN(CC(=O)Nc1c(F)cccc1F)C(=O)CNC(=O)c1cccs1	-1	-5	2	0	3	-5	-1	5
COc1ccc(NC(=O)Cn2c(=O)n(CC3CCCO3)c(=O)c3cc(OC)c(OC)cc32)c(OC)c1 (configuration not stated)	-1	nt	-1	-5	0	-2	-1	2
CCCCSc1nnc2nc(C)cc(C)n12	nt	nt	3	nt	1	-4	0	nt
C[C@H]1CN([C@@H](C)CO)C(=O)c2cc(C3=CCCC3)cnc2O[C@@H]1CN(C)Cc1ccccc1	1	-20	-32	nt	-3	6[16.7 µM]	-1	2
COc1ccc(NC(=O)CN(C)S(=O)(=O)c2ccc(Br)s2)cc1OC	-1	3	nt	0	1	nt	0	-2
O=C1C(Cc2ccccc2)Nc2ncnc(N3CCN(c4ccccc4)CC3)c2N1Cc1ccc(Cl)cc1 (configuration not stated)	5	30	-19	20	1	-6	-1	5
COc1cc(/C=C(\C#N)c2nc3ccccc3[nH]2)ccc1Oc1ccc([N+](=O)[O-])cn1	5	-21	3	nt	nt	-18	3	nt
C[C@H](CO)N1C[C@H](C)[C@@H](CN(C)C(=O)Cc2cccnc2)Oc2cc(C#CC3(O)CCCC3)ccc2S1(=O)=O	0	-5	-21	-2	-5	9[16.7 µM]	4	6
O=C1c2ccccc2N2C(=O)c3ccccc3C2N1Cc1ccco1 (configuration not stated)	nt	nt	-15	nt	-7	10	-2	nt
CC(C)n1cc(/C=C2/SC(=O)N(CC(=O)N3CCCC3)C2=O)c2ccccc21	nt	nt	8	-6	2	-3	nt	nt
Cc1ccc(NS(=O)(=O)c2ccc(-n3cccn3)cc2)c(Br)c1	1	8	-1	-23	-5	-2	-6	-4
COc1ccc(NC(=O)C2CCCCN2S(=O)(=O)c2ccc(F)cc2)cc1 (configuration not stated)	-1	8	nt	7	-5	nt	5	7
COc1ccc(NC(=O)c2cc3c(CO)cnc(C)c3oc2=Nc2cc(OC)cc(OC)c2)cc1	-3	7	11	3	8	nt	2	25
CCOC(=O)c1nnsc1-c1ccc(-c2snnc2C(=O)OCC)cc1	-1	9	nt	-11	3	nt	-3	-5
CO[C@@H]1CC[C@@H]2CCOc3c(C#N)cccc3C(=O)N(C)[C@@H](C)C(=O)N(C)C[C@@H]1O2	0	-15	nt	7	-7	nt	-1	4
COc1cc(OC)c(N(C)C(=O)c2cn(C)c(=O)c3cc(OC)c(OC)cc23)cc1Cl	3	30	1	4	-2	nt	127*	12
O=C(c1cccs1)N(c1ccc(Br)cc1)C1C=CS(=O)(=O)C1 (configuration not stated)	-2	-5	nt	-6	nt	nt	nt	2
CC(OC(=O)c1cccc(NS(C)(=O)=O)c1)C(=O)Nc1ccc2c(c1)OCO2 (configuration not stated)	3	-5	1	5	1	-4	-1	3
CC(OC(=O)c1n[nH]c2ccccc12)C(=O)Nc1ccccc1[N+](=O)[O-] (configuration not stated)	36*	-30	-1	16	10	8	0	-34
C[C@H](CO)N1C[C@H](C)[C@@H](CN(C)Cc2ccc(Oc3ccccc3)cc2)Oc2ccc(NC(=O)NC3CCCCC3)cc2C1=O	-1	-3	-8	nt	nt	-1[16.7 µM]	4	10
Cc1cccc(N(C(=O)c2snc(C(N)=O)c2N)C(C(=O)NC2CCCC2)c2ccncc2)c1 (configuration not stated)	3	-4	nt	-8	4	nt	-3	-2
CCc1ccc(N2CN=c3s/c(=C\c4ccccc4)c(=O)n3C2)cc1	-3	-11	0	3	3	0	1	-8
O=C(NC(=S)Nc1cccc([N+](=O)[O-])c1)c1ccco1	nt	-10	2	-43	nt	2	nt	nt

Record cards, from the list above. Order of screens: CASP6 VEID inh	LGR2 antag	PGC1a acetyl inh	PAX8 reporter	FN deposition inh	miR122 inh	Cneo AK release	EWS-Fli inh
Record of O=C(NC(=S)Nc1cccc([N+](=O)[O-])c1)c1ccco1 : nt	-10	2	-43	nt	2	nt	nt
Record of CC(OC(=O)c1n[nH]c2ccccc12)C(=O)Nc1ccccc1[N+](=O)[O-] (configuration not stated) : 36*	-30	-1	16	10	8	0	-34
Record of CO[C@@H]1CC[C@@H]2CCOc3c(C#N)cccc3C(=O)N(C)[C@@H](C)C(=O)N(C)C[C@@H]1O2 : 0	-15	nt	7	-7	nt	-1	4
Record of CCOC(=O)c1nnsc1-c1ccc(-c2snnc2C(=O)OCC)cc1 : -1	9	nt	-11	3	nt	-3	-5

(next part)
SMILES	CASP6 VEID inh	LGR2 antag	PGC1a acetyl inh	PAX8 reporter	FN deposition inh	miR122 inh	Cneo AK release	EWS-Fli inh
N#Cc1ccc(C23CC4(C2)[C@H](CN(Cc2ccc(C(F)(F)F)cc2)[C@@H]4c2ccccc2)C3c2ccc(Cl)nc2)cc1 (some centres not stated)	-1	-5	nt	10	-5	nt	nt	4
Cc1ccc2c(CC(=O)Nc3ccc(N4CCN(C)CC4)cc3C)coc2c1	nt	nt	-27	-14	-2	31	-2	nt
CC(C)CCN(C(=O)C1=COCCO1)c1c(N)n(Cc2ccccc2)c(=O)[nH]c1=O	-3	5	6	3	-5	-4	nt	0
CC(=O)c1ccc(NC(=O)CNCc2cccs2)cc1	-3	-35	1	-116	-3	-6	-3	-29
COc1ccc(C(=O)C2CCCN(Cc3c(O)cccc3OC)C2)cc1OC (configuration not stated)	2	-13	-23	8	-10	-8	0	22
COc1ccc([N+](=O)[O-])cc1NC(=O)CCC(=O)c1cccs1	2	17	-1	14	2	nt	nt	-4
COc1ccc2c3c([nH]c2c1)[C@H](CO)N(Cc1ccc(F)cc1)CC31CN(Cc2ccccn2)C1	-1	-8	10	nt	1	nt	nt	-4
CSCCC(NC(=O)c1ccccc1)C(=O)OCC(=O)c1ccc[nH]1 (configuration not stated)	6	-7	nt	-5	0	nt	nt	5
CCc1nc2ccc(C(=O)Nc3ccc(OC)c(OC)c3)cn2c1N(C)Cc1nccs1	4	-24	-24	-2	0	-3	1	-3
CC(OC(=O)CC1CC2CCC1C2)C(=O)Nc1ccc(C(N)=O)cc1 (configuration not stated)	0	-5	0	-11	-7	-1	0	7
CC1=C(c2ccccc2)C(=O)C(C)(C)CC1=O	-2	3	nt	-23	2	nt	nt	-9
COc1ccc(N2CCN(CCNC(=O)C3CCN(S(=O)(=O)c4cccs4)CC3)CC2)cc1	-3	nt	9	nt	nt	nt	-1	2
CCOC(=O)c1ccc(NC2c3ccccc3C(=O)N2c2ccccn2)cc1 (configuration not stated)	1	0	11	1	3	-4	2	1
C[C@@H]1CN([C@@H](C)CO)C(=O)Cc2cc(NS(=O)(=O)c3cn(C)cn3)ccc2O[C@H]1CN(C)Cc1ccc(C(=O)Nc2ccccc2N)cc1	-1	3	5	-11	-13	nt	nt	37
Cc1ccc(S(=O)(=O)c2c(N)n(NC(=O)C3CC3)c3nc4ccccc4nc23)cc1	nt	nt	16	nt	1	22	0	nt
CC(C)Oc1ccc(S(=O)(=O)N2CCCCC2)cc1NC(=O)C1=COCCO1	-6	-1	nt	-6	6	nt	nt	9
O=C(Nc1ccccc1[N+](=O)[O-])c1cccc(N2C(=O)CCC2=O)c1	5	4	1	-3	-1	-3	0	-3
Cc1sc2nc(C3CC3)nc(N3CCN(C(=O)c4ccc(F)cc4)CC3)c2c1C	6	4	-16	21	8	-3	1	22
COc1ccccc1CNS(=O)(=O)c1c(C(=O)N2CCCC2)c(C)n(C)c1C	5	21	nt	-1	13	-1	0	5
C[C@@H]1CN([C@H](C)CO)S(=O)(=O)c2ccc(-c3cccc(C(=O)N(C)C)c3)cc2O[C@H]1CN(C)C(=O)Nc1ccccc1	-1	-4	7	-8	nt	8[16.7 µM]	3	-4
COc1ccc(C2NC(=O)NC(C)=C2[N+](=O)[O-])cc1 (configuration not stated)	0	-10	-1	6	0	2	-5	-5
C[C@@H]1CN([C@H](C)CO)C(=O)c2cc(NC(=O)c3ccncc3)ccc2O[C@@H](C)CCCCO[C@H]1CN(C)C(=O)c1ccncc1	2	-3	1	-3	10	-3[16.7 µM]	-6	nt
O=C(Cn1c(NCCO)nc2ccccc21)c1ccc(F)cc1	-3	0	-1	-3	2	-6	0	2
O=C(CN1CCCCC1)Nc1cc(S(=O)(=O)N2CCOCC2)ccc1N1CCCC1	-4	-1	2	-1	3	0	-2	4
Cc1n[nH]c(C)c1S(=O)(=O)N(CC(=O)NC1CCCC1)c1ccc(C(C)C)cc1	-2	9	-16	-12	-3	0	0	-5
O=C1NC[C@H](CCCCN2CCN(CCc3ccccc3)C(=O)C2=O)N(CCc2ccc(O)cc2)C1=O	-1	23	nt	-6	0	nt	nt	-8
Cc1cccc(NC(=O)CN2CCN(C(=O)CN3C(=O)NC4(CCCCC4C)C3=O)CC2)c1C (configuration not stated)	0	5	3	5	-1	5	-1	1
CCCCCn1c(=O)[nH]c2cc(C(=O)NCCN(CC)CC)ccc2c1=O	nt	nt	3	nt	-7	-4	2	nt
CNC(=S)NC1CC2CCC(C1)N2Cc1ccccc1 (configuration not stated)	nt	-17	14	nt	nt	4	2	nt
COc1ccc(N2CCOCC2)c(NC(=O)COc2cccc(C)c2C)c1	0	7	-11	20	nt	6	1	nt
CCCC(C)NC(=O)COc1ccc(S(=O)(=O)N2CCCC2)cc1 (configuration not stated)	0	12	-4	-3	-4	-3	2	-1
CC(Oc1ccc(Cl)cc1)C(=O)Nc1sccc1C(N)=O (configuration not stated)	0	-10	3	7	-2	nt	nt	-4
O=C(CSc1nnc2c(n1)[nH]c1ccccc12)NCc1ccccc1F	-3	0	nt	10	-1	nt	-1	0
COc1ccc(S(=O)(=O)N(C)C)cc1NC(=O)Cc1ccc(S(=O)(=O)N2CCOCC2)s1	0	1	nt	16	7	2	-4	10
Cc1ccc(C(=O)NC(NCc2ccccc2)C(Cl)(Cl)Cl)cc1 (configuration not stated)	3	-1	0	145*	-9	16	0	5
Oc1cc2c(cc1O)C(c1ccccc1)CNCC2 (configuration not stated)	-1	-7	9	7	5	-1	0	6

Look-ups from the list.
FN deposition inh, O=C(CSc1nnc2c(n1)[nH]c1ccccc12)NCc1ccccc1F is entered as -1
Cneo AK release, CCCCCn1c(=O)[nH]c2cc(C(=O)NCCN(CC)CC)ccc2c1=O is entered as 2

Further entries follow:
SMILES	CASP6 VEID inh	LGR2 antag	PGC1a acetyl inh	PAX8 reporter	FN deposition inh	miR122 inh	Cneo AK release	EWS-Fli inh
CCCC#Cc1ccc([C@H]2[C@@H](CO)N(C(=O)C3CC3)[C@H]2C#N)cc1	0	0	-22	1	-3	nt	2	-4
CC(C)NC(=O)N(C)C[C@H]1Oc2ccc(NC(=O)NC3CCCCC3)cc2CC(=O)N([C@H](C)CO)C[C@@H]1C	nt	-11	-5	nt	nt	-6[16.7 µM]	2	-11
S=c1nccc(-c2ccc3c(c2)CCO3)[nH]1	-2	4	-3	-16	-6	-1	15	-22
Cc1noc(C)c1S(=O)(=O)Nc1ccc2c(c1)C(=O)N([C@H](C)CO)C[C@@H](C)[C@@H](CN(C)C(=O)Cc1ccccc1)OCCCC[C@H](C)O2	1	2	-20	2	nt	4[16.7 µM]	0	-2
COc1cc(C2C3=C(COC3=O)Oc3cc4c(cc32)OCO4)ccc1O (configuration not stated)	1	9	-4	7	7	5	nt	35
Cc1ccc(NC(=O)C(C)Sc2nnc(-c3cccnc3)o2)cc1 (configuration not stated)	nt	nt	-1	-52	-7	-3	0	nt
